STK33 inh = STK33 kinase inhibitors, primary screen, biochemical, luminescence, ADP-Glo, MBP substrate | inhibition, % at 12.5 µM | actives 0.44% (n = 27,000) | AID 2322, 2010; in the data active = inhibition above about 20%
Target sequence (Q9BYT3 whole entry, looked up): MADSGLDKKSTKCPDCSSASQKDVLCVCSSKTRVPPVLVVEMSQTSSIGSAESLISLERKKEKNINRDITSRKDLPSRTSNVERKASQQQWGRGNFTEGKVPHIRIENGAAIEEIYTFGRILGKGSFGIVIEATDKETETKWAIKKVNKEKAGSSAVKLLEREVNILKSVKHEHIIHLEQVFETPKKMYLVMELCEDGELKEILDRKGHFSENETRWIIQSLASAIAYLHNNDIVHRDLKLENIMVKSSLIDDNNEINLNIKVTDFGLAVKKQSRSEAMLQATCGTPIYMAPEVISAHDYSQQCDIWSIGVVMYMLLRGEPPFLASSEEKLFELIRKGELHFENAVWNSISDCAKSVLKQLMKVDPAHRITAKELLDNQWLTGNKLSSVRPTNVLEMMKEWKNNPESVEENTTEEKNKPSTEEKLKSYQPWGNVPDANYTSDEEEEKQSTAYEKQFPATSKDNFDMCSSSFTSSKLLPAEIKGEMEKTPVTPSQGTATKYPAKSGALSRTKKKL
mut p53 react = mutant p53 pathway re-activators, primary screen, cell-based, SW480, luciferase, single point, HTS | actives 1.5% (n = 28,000) | SW480 PUMA-promoter luciferase, p53 mutant reactivation | activation, % at 9.98 µM | AID 624151, 2012; in the data active = activation above about 52%
* hit, by the source's call. A portion of the library; the hit share may differ from the screen's.

How did COc1ccc(C#Cc2ccc3c(c2)[C@]2(C(=O)N3)[C@H](C(=O)O)[C@H]3C(=O)O[C@H](c4ccccc4)[C@H](c4ccccc4)N3[C@@H]2c2ccccc2OCCO)cc1 do in these assays?
STK33 inh: 15.6

How did O=C(C[C@@H]1C[C@@H]2c3cc(NC(=O)c4ccc5c(c4)OCO5)ccc3O[C@@H]2[C@@H](CO)O1)NCc1cccc(F)c1 do in these assays?
mut p53 react: -5.1

What do the screens show for `C[C@H](CO)N1C[C@H](C)[C@@H](CN(C)Cc2ccc3c(c2)OCO3)OCc2cnnn2CCCC1=O`?
STK33 inh: -6.1

How did C[C@@H]1CN([C@@H](C)CO)C(=O)Cc2cc(NC(=O)Nc3cccc4ccccc34)ccc2O[C@@H]1CN(C)C(=O)Nc1ccc(F)cc1 do in these assays?
STK33 inh: 0.6

Results for CC(C)NC(=O)Nc1ccc2c(c1)CC(=O)N([C@H](C)CO)C[C@@H](C)[C@H](CN(C)C(=O)Nc1ccc3c(c1)OCO3)O2 ?
STK33 inh: -1.8

What do the screens show for `COC(=O)c1cc(OC)c(OC)cc1NC(=O)COc1ccc(Cl)cc1`?
STK33 inh: -1.4; mut p53 react: -22.9

Results for C[C@H](CO)N1C[C@H](C)[C@H](CN(C)C(=O)Nc2ccc(F)cc2)OCCCC[C@H](C)Oc2ccc(NC(=O)c3ccncc3)cc2C1=O ?
mut p53 react: 8.1

How did Cc1cc(Cl)ccc1NC(=O)CSc1nnc(-c2cccs2)n1-c1ccccc1 do in these assays?
STK33 inh: -1.7; mut p53 react: -2.4

What do the screens show for `Cc1c(C(=O)Nc2sc3c(c2C(=O)NC2CCS(=O)(=O)C2)CCC(C)C3)oc2ccc(Cl)cc12` (configuration not stated)?
STK33 inh: -0.1; mut p53 react: -14.0

What do the screens show for `COc1cccc(CNc2nc3ccccc3n2C)c1OC`?
STK33 inh: -4.0; mut p53 react: 48.7

How did Cc1ccc2oc(C(=O)Nc3sc4c(c3C(=O)NCc3ccco3)CCC4)c(C)c2c1 do in these assays?
STK33 inh: 0.4; mut p53 react: 1.9

How did COc1ccc(OCC(=O)Nc2ccccc2C(=O)Nc2ccc(C(=O)O)cc2)cc1 do in these assays?
STK33 inh: -6.5; mut p53 react: 5.7

How did O=C(COc1ccc(C(=O)Nc2ccc(F)cc2)cc1)Nc1ccccc1C(F)(F)F do in these assays?
STK33 inh: 0.1; mut p53 react: -3.0

Results for Cc1noc(C)c1NC(=O)N(C)C[C@@H]1OCCCC[C@@H](C)Oc2ccc(NC(=O)CCC(F)(F)F)cc2C(=O)N([C@H](C)CO)C[C@@H]1C ?
STK33 inh: 3.1; mut p53 react: -0.9

Results for C[C@@H]1CN([C@H](C)CO)C(=O)c2cc(Br)cnc2O[C@@H]1CN(C)Cc1ccccn1 ?
mut p53 react: 10.2

What do the screens show for `CC(Oc1ccccc1)C(=O)N[C@@H]1C(=O)N2[C@@H]1SC(C)(C)[C@@H]2C(=O)O` (some centres not stated)?
STK33 inh: 3.9; mut p53 react: 9.2

What do the screens show for `COC(=O)c1cccc(COC(=O)c2ccccc2NC(=O)c2ccco2)c1`?
STK33 inh: 1.5; mut p53 react: 6.5

What do the screens show for `CC(C)NC(=O)N(C)C[C@@H]1Oc2cc(-c3ccccc3)ccc2S(=O)(=O)N([C@@H](C)CO)C[C@@H]1C`?
mut p53 react: -1.6

How did C[C@H]1CN([C@@H](C)CO)C(=O)c2cc(NC(=O)Nc3ccc(F)cc3)ccc2O[C@H]1CN(C)S(=O)(=O)c1ccc(Cl)cc1 do in these assays?
STK33 inh: 0.1

What do the screens show for `COC(=O)c1ccc(NC(=O)CSc2nc(-c3cccs3)cc(=O)[nH]2)cc1`?
STK33 inh: -1.4; mut p53 react: 4.2

How did O=C(O)c1cccc(CSc2nnc(-c3ccco3)o2)c1 do in these assays?
STK33 inh: -6.4; mut p53 react: -21.0

How did COC(=O)c1c(NC(=O)CN(c2cccc(Br)c2)S(C)(=O)=O)sc2c1CCCC2 do in these assays?
STK33 inh: -5.7; mut p53 react: -10.3

How did C[C@H]1CN([C@@H](C)CO)C(=O)Cc2cc(NC(=O)Cc3ccccc3)ccc2O[C@H]1CN(C)Cc1ccncc1 do in these assays?
STK33 inh: 6.0; mut p53 react: -5.1

How did C[C@@H]1CCCCO[C@H](CN(C)Cc2ccc(Cl)c(Cl)c2)[C@@H](C)CN([C@@H](C)CO)C(=O)c2cc(N(C)C)ccc2O1 do in these assays?
mut p53 react: -16.2

What do the screens show for `Cc1ccc2[nH]c(=S)n(C3CC4C=CC3C4)c(=O)c2c1` (configuration not stated)?
mut p53 react: 9.4

What do the screens show for `Cc1ccc(-n2c(Cn3ncc4ccccc4c3=O)n[nH]c2=S)cc1`?
STK33 inh: 3.1; mut p53 react: -5.6

What do the screens show for `C[C@@H]1CCCCO[C@@H](CN(C)C(=O)NC2CCCCC2)[C@@H](C)CN([C@H](C)CO)C(=O)c2cc(NS(=O)(=O)c3cccs3)ccc2O1`?
STK33 inh: 2.1

Results for Cc1noc(C)c1NC(=O)Nc1ccc2c(c1)CC(=O)N([C@@H](C)CO)C[C@@H](C)[C@@H](CN(C)Cc1ccncc1)O2 ?
STK33 inh: -1.4; mut p53 react: 0.5

Results for COc1cc([C@@H]2c3cc4c(cc3[C@@H](O[C@@H]3O[C@@H]5CO[C@@H](C)O[C@H]5[C@H](O)[C@H]3O)[C@H]3COC(=O)[C@H]23)OCO4)cc(OC)c1O ?
STK33 inh: -1.4; mut p53 react: -62.0

Results for CC1(C)CC1C(=O)N/C(=C\CCCCSCC(N)C(=O)O)C(=O)O (configuration not stated) ?
mut p53 react: 8.3

What do the screens show for `C[C@@H]1CCCCO[C@H](CN(C)S(=O)(=O)c2cn(C)cn2)[C@@H](C)CN([C@H](C)CO)C(=O)c2cc(NC(=O)CCC(F)(F)F)ccc2O1`?
STK33 inh: -0.9

Results for COC(=O)c1ccccc1NC(=O)Cn1nc([N+](=O)[O-])c(Br)c1C ?
STK33 inh: -2.3; mut p53 react: -3.8

What do the screens show for `C[C@H]1CN([C@@H](C)CO)C(=O)Cc2cc(NC(=O)Nc3ccc(F)cc3)ccc2O[C@@H]1CN(C)C(=O)Nc1ccc(F)cc1`?
STK33 inh: -1.8; mut p53 react: -0.3

How did C[C@@H]1CN([C@@H](C)CO)C(=O)c2cc(N(C)C)ccc2O[C@@H](C)CCCCO[C@H]1CN(C)C(=O)c1ccncc1 do in these assays?
mut p53 react: 6.6

Results for CNC[C@@H]1Oc2ccc(NC(=O)Nc3ccc4c(c3)OCO4)cc2CC(=O)N([C@H](C)CO)C[C@H]1C ?
STK33 inh: 0.7; mut p53 react: 7.9

What do the screens show for `C[C@@H]1CN([C@H](C)CO)C(=O)c2cccc(NC(=O)c3ccncc3)c2O[C@@H]1CN(C)C(=O)Nc1cccc2ccccc12`?
mut p53 react: -6.7

Results for C[C@H]1CN([C@@H](C)CO)C(=O)c2cc(NS(=O)(=O)c3ccccc3)ccc2O[C@@H]1CN(C)S(=O)(=O)c1cn(C)cn1 ?
STK33 inh: -0.2

How did CC1OC(OCC2OC(Oc3cc(O)c4c(=O)c(-c5ccc(O)cc5)coc4c3)C(O)C(O)C2O)C(O)C(O)C1OC1OC(CO)C(O)C(O)C1O (configuration not stated) do in these assays?
STK33 inh: -1.9; mut p53 react: -6.1

What do the screens show for `C[C@@H]1CCCCO[C@H](CN(C)C)[C@@H](C)CN([C@H](C)CO)C(=O)c2cc(NC(=O)c3ccccc3)ccc2O1`?
STK33 inh: -0.8; mut p53 react: 10.1

Results for N/C(=N\O)c1ccc(N2CCN(c3ncccc3C(F)(F)F)CC2)nc1 ?
mut p53 react: 141.8*

Results for CC1CC2OC(C)(C)OC2C(OC(=O)c2ccccc2)O1 (configuration not stated) ?
STK33 inh: -2.6

Results for CN(CCOC(=O)Nc1cccc(Cl)c1)c1ccc(C#N)cn1 ?
STK33 inh: -3.6

What do the screens show for `COc1ccc(C(=O)Nc2ccc(C(=O)OCc3cccc([N+](=O)[O-])c3)cc2)cc1`?
STK33 inh: 6.2; mut p53 react: 5.8

How did C[C@@H]1CN([C@H](C)CO)C(=O)Cc2cc(NC(=O)Cc3cn(C)c4ccccc34)ccc2O[C@@H]1CN(C)CC1CC1 do in these assays?
STK33 inh: 2.8; mut p53 react: -11.7

Results for CC(C)NC(=O)Nc1ccc2c(c1)CC(=O)N([C@@H](C)CO)C[C@H](C)[C@H](CN(C)C(=O)Nc1ccccc1)O2 ?
STK33 inh: -4.1

What do the screens show for `C[C@H]1CN([C@@H](C)CO)C(=O)Cc2cc(NC(=O)Cc3ccccc3)ccc2O[C@H]1CN(C)S(=O)(=O)c1ccc(F)cc1`?
STK33 inh: 4.2

Results for COCC#Cc1ccc2c(c1)O[C@H](CN(C)C(=O)C1CCCCC1)[C@H](C)CN([C@H](C)CO)S2(=O)=O ?
mut p53 react: -7.6

Results for C[C@@H]1CN([C@@H](C)CO)C(=O)c2cccc(NC(=O)c3cnccn3)c2O[C@@H]1CN(C)C(=O)NC1CCCCC1 ?
mut p53 react: 9.4

Results for COc1ccc(S(=O)(=O)NCCN2CCOCC2)c(C)c1C ?
STK33 inh: 2.4; mut p53 react: -4.7

What do the screens show for `O=C(NCC(O)c1ccccc1)c1cccc(S(=O)(=O)N2CCOCC2)c1` (configuration not stated)?
STK33 inh: -3.4; mut p53 react: -7.8

As a short view, 11 of the compounds above:
Results for CC1(C)CC1C(=O)N/C(=C\CCCCSCC(N)C(=O)O)C(=O)O (configuration not stated) ?
mut p53 react: 8.3

What do the screens show for `C[C@@H]1CCCCO[C@H](CN(C)S(=O)(=O)c2cn(C)cn2)[C@@H](C)CN([C@H](C)CO)C(=O)c2cc(NC(=O)CCC(F)(F)F)ccc2O1`?
STK33 inh: -0.9

Results for COC(=O)c1ccccc1NC(=O)Cn1nc([N+](=O)[O-])c(Br)c1C ?
STK33 inh: -2.3; mut p53 react: -3.8

What do the screens show for `C[C@H]1CN([C@@H](C)CO)C(=O)Cc2cc(NC(=O)Nc3ccc(F)cc3)ccc2O[C@@H]1CN(C)C(=O)Nc1ccc(F)cc1`?
STK33 inh: -1.8; mut p53 react: -0.3

How did C[C@@H]1CN([C@@H](C)CO)C(=O)c2cc(N(C)C)ccc2O[C@@H](C)CCCCO[C@H]1CN(C)C(=O)c1ccncc1 do in these assays?
mut p53 react: 6.6

Results for CNC[C@@H]1Oc2ccc(NC(=O)Nc3ccc4c(c3)OCO4)cc2CC(=O)N([C@H](C)CO)C[C@H]1C ?
STK33 inh: 0.7; mut p53 react: 7.9

What do the screens show for `C[C@@H]1CN([C@H](C)CO)C(=O)c2cccc(NC(=O)c3ccncc3)c2O[C@@H]1CN(C)C(=O)Nc1cccc2ccccc12`?
mut p53 react: -6.7

Results for C[C@H]1CN([C@@H](C)CO)C(=O)c2cc(NS(=O)(=O)c3ccccc3)ccc2O[C@@H]1CN(C)S(=O)(=O)c1cn(C)cn1 ?
STK33 inh: -0.2

How did CC1OC(OCC2OC(Oc3cc(O)c4c(=O)c(-c5ccc(O)cc5)coc4c3)C(O)C(O)C2O)C(O)C(O)C1OC1OC(CO)C(O)C(O)C1O (configuration not stated) do in these assays?
STK33 inh: -1.9; mut p53 react: -6.1

What do the screens show for `C[C@@H]1CCCCO[C@H](CN(C)C)[C@@H](C)CN([C@H](C)CO)C(=O)c2cc(NC(=O)c3ccccc3)ccc2O1`?
STK33 inh: -0.8; mut p53 react: 10.1

Results for N/C(=N\O)c1ccc(N2CCN(c3ncccc3C(F)(F)F)CC2)nc1 ?
mut p53 react: 141.8*

More structures follow:
Results for C[C@H]1CN([C@@H](C)CO)C(=O)Cc2cc(NS(C)(=O)=O)ccc2O[C@@H]1CN(C)Cc1ccccc1 ?
STK33 inh: 1.8

Results for CNCCNS(=O)(=O)c1cccc2cnccc12 ?
STK33 inh: 22.2*; mut p53 react: -12.8

How did C[C@@H]1CCCCO[C@@H](CN(C)C(=O)Nc2ccccc2)[C@@H](C)CN([C@@H](C)CO)C(=O)c2cc(NC(=O)c3ccccc3)ccc2O1 do in these assays?
mut p53 react: 3.8

How did COc1ccccc1NC(=O)CN(C)S(=O)(=O)c1cc(C)ccc1OC do in these assays?
STK33 inh: 2.4; mut p53 react: 6.5

How did C[C@@H]1CN([C@@H](C)CO)C(=O)c2cc(NC(=O)CCC(F)(F)F)ccc2O[C@@H]1CN(C)C do in these assays?
mut p53 react: -7.9

How did Cc1cc(C)c2c(=O)[nH]c(SCC(=O)c3ccc(F)c(C)c3)nc2n1 do in these assays?
STK33 inh: 7.0; mut p53 react: -8.1

How did Cc1ccc(S(=O)(=O)Nc2ccc3c(c2)CC(=O)N([C@@H](C)CO)C[C@H](C)[C@@H](CN(C)C(=O)Nc2c(C)noc2C)O3)cc1 do in these assays?
STK33 inh: 1.7; mut p53 react: 7.3

What do the screens show for `COc1ccc(NC(=O)N(C)C[C@@H]2Oc3ccc(NC(=O)Nc4cccc5ccccc45)cc3C(=O)N([C@@H](C)CO)C[C@@H]2C)cc1`?
STK33 inh: -0.6

Results for O=C1O[C@H](c2ccccc2)[C@H](c2ccccc2)N2[C@H]1[C@@H](C(=O)NC[C@H](O)c1ccccc1)[C@]1(C(=O)Nc3ccc(C#CC4=CCCCC4)cc31)[C@H]2c1ccc(OCCO)cc1 ?
STK33 inh: 14.0

What do the screens show for `CC(C)NC(=O)N(C)C[C@@H]1OCCCC[C@@H](C)Oc2ccc(NC(=O)CCC(F)(F)F)cc2C(=O)N([C@@H](C)CO)C[C@H]1C`?
mut p53 react: -0.4

What do the screens show for `Cc1c(C(=O)Nc2sc3c(c2C(=O)NCCc2ccccc2)CCC3)oc2ccc(F)cc12`?
STK33 inh: 2.4; mut p53 react: 3.2

Results for CC1(C)CC(n2c(SCC(N)=O)nc3c(c2=O)C2(CCCCC2)Cc2ccccc2-3)CCO1 (configuration not stated) ?
STK33 inh: -1.0; mut p53 react: 1.1

How did O=S(=O)(NCc1nc2ccccc2[nH]1)c1ccc(Cl)c(Cl)c1 do in these assays?
STK33 inh: -0.3; mut p53 react: 17.4

What do the screens show for `COc1ccc(NC(=O)Nc2ccc3c(c2)C(=O)N([C@@H](C)CO)C[C@@H](C)[C@H](CN(C)Cc2ccc(C(=O)O)cc2)O3)cc1`?
STK33 inh: -1.0; mut p53 react: 0.8

Results for COc1cccc(S(=O)(=O)NCC(=O)N2CCCCC2C)c1 (configuration not stated) ?
STK33 inh: 4.0; mut p53 react: -11.0
